# POLB inh – inhibitors of human DNA polymerase beta; Pol beta primer extension/strand displacement, fluorescence kinetic; Potency, µM (highest dose often 114 µM), for the others: top-dose activity change, negative = inhibition, actives largely listed as inhibitors; 340,000 tested, 1.3% active; AID 485314; also: % is scaled to controls: 0 for no effect and ±100 for the full control effect
#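 Pol beta (10 nM) was preincubated with compound for 15 min at room temperature. The reaction was then started with 50 nM substrate and read immediately and after a further 10 min at room temperature.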
# Anesthetic bind – candidate novel general anesthetic via apoferritin binding; P02791; apoferritin/1-aminoanthracene competitive binding, fluorescence; Potency, µM (highest dose often 77.5 µM), inactives show at the top dose activity change, negative = displacement, usual class: inhibitors; 350,000 tested, 0.074% active; AID 485281; also: % is scaled to controls: 0 for no effect and ±100 for the full control effect; nearly all actives have a fitted effect of over 20% in size
# Target sequence (P02791 2-175 limits assumed): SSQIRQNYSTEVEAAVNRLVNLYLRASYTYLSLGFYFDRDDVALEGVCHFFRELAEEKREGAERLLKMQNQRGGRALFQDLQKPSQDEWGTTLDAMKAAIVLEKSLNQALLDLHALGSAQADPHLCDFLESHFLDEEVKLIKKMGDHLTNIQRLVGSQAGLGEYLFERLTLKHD
#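 Steps: apoferritin (10 uM) was premixed with half-saturated 1-AMA in PBS, compounds were pin-transferred, plates stood 10 min at room temperature, fluorescence was read at 380/535 nm, and curves were fitted with a Hill equation.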
# POLH inh – inhibitors of human DNA polymerase eta | 390,000 tested, 1.2% active | Potency, µM (highest dose often 114 µM), for inactives: at the top dose activity change, negative = inhibition, actives largely listed as inhibitors | recombinant Pol eta, fluorescent DNA replication assay; also: % is scaled to controls: 0 for no effect and ±100 for the full control effect
#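 Pol eta (10 nM) was preincubated with compounds for 15 min at room temperature, after which fluorescent replication substrate (50 nM final) was added to start the reaction. Fluorescence was read kinetically at 0 and 10 min.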
# APE1 inh – APE1 (human) endonuclease inhibition; P27695; recombinant APE1, TAMRA/BHQ-2 abasic DNA cleavage fluorescence; Potency, µM (series often up to 65.8 µM), for the others: at the highest dose activity change, negative = inhibition, actives largely listed as inhibitors; 350,000 tested, 0.35% active; AID 2517;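 also: plate controls were vehicle for no effect and reference inhibitor for full effect; nearly all actives have a fitted effect of over 55% in size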
#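 Kinetic fluorescence read (525 ex/598 em nm, three reads 60 s apart) of AP-site incision; signal = third minus first read. Enzyme 0.75 nM, dual-labelled THF duplex 50 nM, compound preincubation 15 min RT.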
# G9a inh – G9a (human) methyltransferase inhibition; Q96KQ7; G9a H3K9 monomethylation, AlphaScreen, 2 h; Potency, µM (series often up to 102 µM), inactives show top-dose activity, negative = inhibition, actives largely listed as inhibitors; 350,000 tested, 8.8% active; also: % is scaled to controls: 0 for no effect and ±100 for the full control effect; nearly all actives have a fitted effect of over 75% in size
#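 Methyltransferase reactions run at room temperature for 2 h (20 nM enzyme, 500 nM biotin-H3K9 peptide, 20 uM SAM) after a 15 min compound preincubation; product detected by AlphaScreen beads and anti-H3K9me1 antibody.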
# POLI inh – DNA polymerase iota (human) inhibition | Pol iota fluorescent replication assay, 10 min | Potency, µM (top dose mostly 115 µM), without a hit: at the highest dose activity, negative = inhibition, actives largely listed as inhibitors | 390,000 tested, 1% active | AID 588590
#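 Fluorescent replication assay read twice, at 0 min and 10 min after adding 50 nM (final) substrate. Enzyme (10 nM) and compounds were first incubated 15 min at room temperature; enzyme-free buffer wells were negative controls.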
# BAZ2B block – blocks human BAZ2B; AlphaScreen BAZ2B-H3K14Ac peptide displacement; Q9UIF8; AID 504333; 360,000 tested, 4.4% active; Potency, µM (titrated, usually from 114 µM), for inactives: at the highest dose activity change, negative = inhibition, actives largely listed as inhibitors; also: % is scaled to controls: 0 for no effect and ±100 for the full control effect; nearly all actives have a fitted effect of over 60% in size
#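 Multi-concentration screen (max 110 uM) measuring displacement of acetylated histone H3 peptide from BAZ2B by AlphaScreen, using 50 nM protein, 50 nM peptide and 10 ug/mL streptavidin donor plus Ni-chelate acceptor beads.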
# POLK inh – inhibitors of human DNA polymerase kappa; Q9UBT6; purified Pol kappa, fluorescent DNA synthesis assay, 10 min; Potency, µM (highest dose often 107 µM), for inactives: at the top dose activity, negative = inhibition, usual class: inhibitors; 400,000 tested, 0.53% active; also: % is scaled to controls: 0 for no effect and ±100 for the full control effect
# Target sequence (Q9UBT6 whole entry, looked up): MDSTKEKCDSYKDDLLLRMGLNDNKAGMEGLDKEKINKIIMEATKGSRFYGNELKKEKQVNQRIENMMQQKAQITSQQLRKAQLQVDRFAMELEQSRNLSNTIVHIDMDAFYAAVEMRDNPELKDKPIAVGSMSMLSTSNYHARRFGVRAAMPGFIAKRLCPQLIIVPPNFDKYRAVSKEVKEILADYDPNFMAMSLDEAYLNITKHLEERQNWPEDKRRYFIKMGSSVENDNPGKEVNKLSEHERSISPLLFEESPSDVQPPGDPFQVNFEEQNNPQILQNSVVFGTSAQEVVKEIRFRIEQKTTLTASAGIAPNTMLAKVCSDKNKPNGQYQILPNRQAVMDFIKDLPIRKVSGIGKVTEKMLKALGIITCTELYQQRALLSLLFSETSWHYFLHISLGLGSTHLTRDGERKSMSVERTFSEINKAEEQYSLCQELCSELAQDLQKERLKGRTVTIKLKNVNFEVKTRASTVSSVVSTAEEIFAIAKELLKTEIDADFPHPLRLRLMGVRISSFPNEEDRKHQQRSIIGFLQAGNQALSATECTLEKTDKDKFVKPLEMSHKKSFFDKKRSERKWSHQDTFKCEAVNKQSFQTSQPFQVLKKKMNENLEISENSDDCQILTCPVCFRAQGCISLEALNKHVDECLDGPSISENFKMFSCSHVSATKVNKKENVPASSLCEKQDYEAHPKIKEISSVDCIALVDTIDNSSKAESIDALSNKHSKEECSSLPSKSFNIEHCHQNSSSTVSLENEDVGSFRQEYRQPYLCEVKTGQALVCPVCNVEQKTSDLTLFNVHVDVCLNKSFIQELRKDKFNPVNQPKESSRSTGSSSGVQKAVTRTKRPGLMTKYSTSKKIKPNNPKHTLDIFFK
#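 Readout: fluorescence, taken kinetically at 0 and 10 min. Conditions: 10 nM Pol kappa, 15 min RT compound preincubation, 50 nM substrate final. Controls: enzyme-free buffer wells.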
# BLM helicase inh – Bloom syndrome helicase (human) inhibition. 350,000 tested, 0.2% active. Potency, µM (titrated, usually from 56.1 µM), for inactives: at the top dose activity change, negative = inhibition, most hits filed as inhibitors. recombinant BLM DNA unwinding, fluorescence dequenching. P54132. AID 2528;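 also: plate controls were vehicle for no effect and no enzyme for full effect; nearly all actives have a fitted effect of over 35% in size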
# Active calls of the source: *; u = inconclusive; x = no result given; [ ] = remark or other dose. Calls follow the shape of the dose curve; as a rule, active = well fitted curve in the direction sought with a large enough effect; inconclusive = small, poorly fitted or top-dose-only effect, or another doubt; inactive = no such curve, though single readings can be large; an effect the other way counts as inactive or inconclusive. Potency is read from the fitted curve at half-maximal effect. Only part of the results is shown, so the mix of outcomes need not match the whole.
SMILES,POLB inh,Anesthetic bind,POLH inh,APE1 inh,G9a inh,POLI inh,BAZ2B block,POLK inh,BLM helicase inh
COc1ccc(C(=O)O)cc1S(=O)(=O)NCCN(C)C,u,2%,-14%,-3%,-5%,5%,-5%,-5%,-3%
O=C1CCN(C(=S)NCc2ccccc2)CC1,u,-3%,-21%,9%,4%,31%[activator],x,-3%,0%
CCN(CC)CCNC(=O)CNC(=O)c1nn(-c2ccc(OC)cc2)c(=O)c2ccccc12,20%,5%,1%,-7%,-9%,0%,6%,-8%,4%
OC1(c2cccc(C(F)(F)F)c2)CCNCC1,-19%,3%,-6%,3%,-5%[12.7 µM],6%,0%,-4%,2%
CC(=O)N1CCC[C@@]2(CCN(c3ccccc3)C2)C1,x,x,x,5%,6%[12.7 µM],x,x,3%[60.1 µM],-1%
CCOc1ncccc1C(=O)OC(C)C(=O)NC1CCCCC1 (centres undefined),x,x,-18%,7%,u,42%[activator],11%,3%,x
Cc1ccc(C(=O)NC(=S)NCCN2CCOCC2)cc1,20%,-10%,-15%,-7%,-40%[59 µM],27%,-30%,-7%,-2%
CC[C@@H](C)[C@@H]1CN([C@@H](CN2CCC[C@H]2CN2C(N)=NC[C@H]2CC(C)C)C(C)C)C(=N)N1CCCC1CCCC1,x,x,-7%,15%,x,-5%,x,-24%,x
O=C(O)/C=C/C(=O)N1CCN(S(=O)(=O)c2cc(C(F)(F)F)ccc2Cl)CC1,2%,-4%,-5%,7%,-7%,0%,-3%,-7%,-1%
CC(C)C(=O)Nc1cccc(NC(=S)NC(=O)c2ccc3c(c2)OCO3)c1,-1%,-10%,-13%,17%,65%[activator],31%[activator],-15%,2%,-5%
O=C(CCCc1nc(-c2ccccc2Cl)no1)N1CCOCC1,4%,-6%,0%,9%,-42%,46%,-37%,17%,-5%
Cc1onc(-c2ccccc2)c1-c1nc2cc(Cl)ccc2c(=O)o1,20%,0%,-6%,-6%,5%,3%,-5%,-1%,-7%
Cc1ccc(NC(=O)Cn2c(O)c(N=NC(N)=S)c3ccccc32)cc1,1%,-12%,-1%,59%[activator],3%,7%,1%,-2%,-6%
Cc1ccc2c(c1)N(CC(=O)NCc1ccccc1Br)C(=O)c1cccnc1O2,-4%,u,11%,x,5%[59 µM],-24%,1%,-4%,-2%
O=C(Oc1ccc(OC(=O)c2ccco2)c(S(=O)(=O)c2ccc(Cl)cc2)c1)c1ccco1,17%,-10%,u,7%,28%[59 µM],4%,12%,0%,-6%
Cc1ccc(S(=O)(=O)NCC(=O)NCC(=O)N2CCN(c3ncccn3)CC2)cc1C,u,-7%,3%,5%,31%[activator],8%,20%,-12%,6%
O=C(COC(=O)c1nc(Cl)ccc1Cl)NCc1ccccc1,-3%,-14%,-16%,u,32%[12.7 µM],56%[activator],-16%,-9%,-13%
Cc1ccc(NC(=S)Nc2cccc(-c3n[nH]c(=S)o3)c2)cc1,5%,-2%,3%,3%,50µM*,-21%,u,-9%,1%
NC(=O)CC(NC(=O)Cc1cccc2ccccc12)c1ccc(NCCCN2CCCC2=O)c([N+](=O)[O-])c1 (centres undefined),1%,-14%,10%,19%,71µM*,u,-34%,-16%,0%
COc1ccc(C(=O)OCN2C(=O)c3ccccc3C2=O)cc1,22%,-17%,-16%,13%,0%,66%[activator],u,-3%,-3%
O=C(Cn1ncc(N2CCCC2)c(Cl)c1=O)c1ccc(Cl)cc1,7%,u,-7%,12%,-4%,19%,-12%,-12%,-2%
Fc1ccccc1C1c2[nH]c3ccccc3c2CCN1CCCn1cccn1 (centres undefined),0%,0%,-9%,-5%,40µM*,-13%,-38%,-9%,4%
COc1ccc(C(=O)c2cn(CC(=O)Nc3ccc4c(c3)OCO4)c3ccc(OC)cc3c2=O)cc1,1%,-8%,u,x,u,21%,-24%,-4%,-19%
Clc1ccccc1-c1nnc2sc(CCc3ccccc3)nn12,-16%,-5%,-10%,-1%,4.5µM*,-18%[58.9 µM],1%,-14%,-13%
Cc1ccc(S(=O)(=O)N2CCC(C(=O)N/N=C/c3ccncc3)CC2)cc1,18%,-6%,3%,10%,2%,-6%,-2%,-12%,-7%
COc1ccc(-c2cc(-c3ccccc3)nc3ncnn23)cc1,3%,-5%,-16%,-4%,-1%,15%,2%,4%,3%
CCc1ccc(NC(=O)c2nn(-c3ccc(OC)cc3)c(=O)c3c2c2ccccc2n3C)cc1,32%[activator],-3%,x,x,-4%[59 µM],7%,x,-3%,-7%
COc1cccc(C(=O)Nc2nnc(Cc3ccc(OC)c(OC)c3)s2)c1,-3%,10%,-18%,10%,x,7%,-29%,-25%,2%
COc1ccccc1C(=O)NCc1ccccc1,16%,-15%,1%,-17%,6%[59 µM],-2%,7%,-19%,-10%
Cc1cc(CSc2ccccc2)ccc1NC(=O)c1cccc([N+](=O)[O-])c1,3%,u,-3%,-2%,3%,u,-5%,-7%,-4%
Cc1ccccc1CN1CCN(C(C)C(=O)NNC(=O)c2ccc(F)cc2)CC1 (centres undefined),x,x,-9%,-2%,14%[59 µM],20%,9%,16%,x
Cc1ccccc1OCc1nnc(SCC(=O)Nc2c(C)n(C)n(-c3ccccc3)c2=O)n1-c1ccccc1,1%,-13%,-8%,-6%,-18%[59 µM],54%[activator],4%,-6%,2%
Cc1nc(-c2ccc(F)cc2)c(CC(=O)N(C)CC(=O)Nc2c(C)cccc2C)s1,x,x,3%,-3%,-12%,44%[activator],-6%,-11%,x
Cc1ccc(C(=O)CCC(=O)N2CCC(C(N)=O)CC2)cc1,-2%,-15%,-9%,-1%,-2%,18%,x,-11%,2%
Cc1ccccc1C(=O)NC(=S)N(C)C1CCCCC1,3%,-17%,-13%,50%[activator],-3%,25%,-16%,-8%,0%
CCN(CC)c1nc2ccccc2nc1-n1nc(C)cc1C,2%,u,-14%,-1%,72%[activator][59 µM],27%,64%[activator],0%,-6%
OC/C=C/c1ccc(O)c(O)c1,x,-2%,x,2%,x,x,x,-12%[60.1 µM],4%
Cc1cc(NC(=O)CCC(=O)N(Cc2ccc(F)cc2)C(C(=O)NC2CCCC2)c2ccco2)no1 (centres undefined),-8%,-14%,-9%,43%,1%,73%[activator],-1%,-1%,0%
NC(=S)c1cnn2c(-c3cccc(C(F)(F)F)c3)ccnc12,-1%,2%,-9%,78%[activator],2%,-3%,-3%,-14%,-1%
CCn1c(SCC(=O)N/N=C/c2cccs2)nc2ccccc21,14%,-11%,-2%,-9%,-5%[59 µM],-17%,6%,-4%,4%
CCc1ccc(NC(=O)C(=O)NCCN2CCN(S(C)(=O)=O)CC2)cc1,7%,-2%,-16%,30%,x,35%[activator],-5%,8%,-2%
Cc1ccc(S(=O)(=O)N2CCC(C(=O)N3CCCC(C(F)(F)F)C3)CC2)cc1C (centres undefined),x,x,-9%,2%,5%,43%[activator],9%,-14%,x
Clc1cccc(CSc2nnc(C3CCNCC3)o2)c1,5%,-2%,-17%,x,-38%[59 µM],-20%,-11%,-14%,-2%
CC(C)(C)c1ccc(C[C@H](C(=O)O)N2C(=O)c3ccc(C(=O)O)cc3C2=O)cc1,x,0%,x,u,-6%[12.7 µM],x,1%,x,3%
CC1=CC(=C(C#N)C#N)C=C(C)N1CCN1CCN(C(=O)Nc2cccc(Cl)c2)CC1,33%,-7%,-20%,1%,-6%[59 µM],14%,-1%,-2%,0%

# Compounds from the list above with an aryl thioether with sulfur outside any ring:
SMILES,POLB inh,Anesthetic bind,POLH inh,APE1 inh,G9a inh,POLI inh,BAZ2B block,POLK inh,BLM helicase inh
Cc1cc(CSc2ccccc2)ccc1NC(=O)c1cccc([N+](=O)[O-])c1,3%,u,-3%,-2%,3%,u,-5%,-7%,-4%
Cc1ccccc1OCc1nnc(SCC(=O)Nc2c(C)n(C)n(-c3ccccc3)c2=O)n1-c1ccccc1,1%,-13%,-8%,-6%,-18%[59 µM],54%[activator],4%,-6%,2%
CCn1c(SCC(=O)N/N=C/c2cccs2)nc2ccccc21,14%,-11%,-2%,-9%,-5%[59 µM],-17%,6%,-4%,4%
Clc1cccc(CSc2nnc(C3CCNCC3)o2)c1,5%,-2%,-17%,x,-38%[59 µM],-20%,-11%,-14%,-2%

# Further entries
SMILES,POLB inh,Anesthetic bind,POLH inh,APE1 inh,G9a inh,POLI inh,BAZ2B block,POLK inh,BLM helicase inh
COc1ccccc1-n1c(SCC(=O)Nc2cccc(C)c2)nc2c(c1=O)SCC2,11%,3%,-23%,-4%,u,21%,-39%,-5%,-4%
O=C1C(Cl)=C(NCC2CCCO2)C(=O)N1Cc1ccccc1 (centres undefined),52%,-14%,-18%,9%,-38%,28%,17%,-6%,-7%
O=C(CCNS(=O)(=O)c1cccs1)NC1CCN(Cc2ccccc2)CC1,2%,-3%,-20%,11%,6%,25%,15%,-4%,-1%
Cc1ccc(Cl)cc1N1CCN(C(=O)C2CCN(S(=O)(=O)c3cnc[nH]3)CC2)CC1,3%,-18%,-9%,0%,-6%[12.7 µM],-5%,-22%,14%,-1%
CN1CCN(CC#CCC2(O)c3ccccc3-c3ccccc32)CC1,u,-2%,-5%,10%,35µM*,17%,-24%,4%,-4%
CCN(CC)c1ccc(NC(=O)C2=CCN(S(=O)(=O)c3ccc(F)cc3)CC2)c(C)c1,-7%,6%,-8%,-7%,11µM*,5%,u,-1%,-2%
Nc1nonc1-c1nc2ccccc2n1Cc1ccccc1,-24%,-17%,12%,-3%,-4%[12.7 µM],12%,18%,-6%,-6%
Cc1cccc(CNC(=O)C2CCC(CNS(=O)(=O)c3ccc4c(c3)CCCC(=O)N4)CC2)c1 (centres undefined),3%,-2%,-18%,x,8%[59 µM],9%,-1%,-9%[60.1 µM],1%
Cc1ccc(NC(=O)C2CCN(S(=O)(=O)c3ccc4[nH]c(=O)oc4c3)CC2)cc1F,7%,-18%,-17%,32%,-2%[59 µM],29%,-9%,9%,-6%
O=Cc1cn(-c2ccccc2)nc1-c1ccncc1,38%,-10%,1%,17%,-30%,27%,-5%,6%,4%
COc1ccc(-c2ccc(C)cc2)cc1[C@H]1[C@@H]2C=CCC[C@@]2(C)C(=O)N1Cc1ccccc1,-8%,-5%,u,u,3%[59 µM],13%,-27%,-16%,-12%
O=C(NCCc1ccccc1)c1cc(-c2cccc(Cl)c2)on1,-4%,-1%,9%,x,-23%[59 µM],0%,2%,1%,-5%

# Assay outcomes deposited in PubChem by National Center for Advancing Translational Sciences (NCATS).
